Source: PubChem (Sanford-Burnham Center for Chemical Genomics)
VHR inh color = blocks the human dual specificity phosphatase VHR1; recombinant VHR phosphatase, colorimetric substrate read-out; inhibition, % at 20 µM; actives 0.7% (n = 50,000); in the data active means inhibition above about 60%; further: some results filed as inactive read as strong as hits
Target sequence (P51452 whole entry, looked up): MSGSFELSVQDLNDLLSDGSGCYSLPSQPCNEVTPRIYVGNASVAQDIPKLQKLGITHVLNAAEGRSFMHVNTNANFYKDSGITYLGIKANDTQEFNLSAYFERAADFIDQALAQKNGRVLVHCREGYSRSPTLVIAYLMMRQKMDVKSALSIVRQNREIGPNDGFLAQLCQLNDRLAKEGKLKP
Starred values were filed as active, the others as inactive. Some of the compounds tested; the hit share may differ from the screen's.

SMILES	VHR inh color
Cc1c(NC(=O)c2cc3n(n2)C(C(F)(F)F)CC(c2ccc(Cl)c(Cl)c2)N3)c(=O)n(-c2ccccc2)n1C (stereo not drawn)	-13
Cc1cc(C)nc(NN2C(=O)/C(=C/c3ccccc3)SC2=S)n1	22
C1CCC(N2NC2C2NN2C2CCCCC2)CC1 (stereo not drawn)	-6
C=CCc1ccccc1OCCOc1ccc(Br)cc1/C=C1/SC(=S)N(C)C1=O	-14
O=C1/C(=C/c2cccnc2)SC(=S)N1Cc1ccco1	0
COc1cc(/C=c2\sc3nc4ccccc4n3c2=O)ccc1OCCOc1ccc(C(C)(C)C)cc1	-12
CC(C)(C)N(C=C(Cl)Cl)C(=O)NC1CCCCC1	-23
Cc1cccc(OCC(=O)NCc2ccc(F)cc2)c1	-11
Cc1ccc(N=Cc2cccc([N+](=O)[O-])c2)cc1F	-24
Cc1ccc(OCC(=O)N/N=C\c2ccc(-c3ccc(Cl)cc3)o2)cc1	-11
CCc1c(C)nc2ccc(OC)cc2c1SCC(=O)O	-15
COc1ccccc1N(C(=O)C(Cl)(Cl)Cl)C1C=CS(=O)(=O)C1 (stereo not drawn)	-14
C=CCN1C(=O)/C(=C\c2ccc(OCC(=O)O)c(OC)c2)C(=O)NC1=S	7
Cc1ccc(S(=O)(=O)N/N=C/c2cc(Cl)cc(Cl)c2O)cc1	-32
O=C(N/C(=C/c1ccc(Br)cc1)c1nc2ccccc2[nH]1)c1ccccc1	1
O=C(c1ccc(Br)cc1)N1CCN(Cc2ccccc2)CC1	47
Cc1ccc(-c2nc3cc(Cl)ccc3o2)cc1NC(=O)c1ccc2ccccc2c1	-16
NC(=O)c1ccc(NC(=O)Nc2cccc3ccccc23)cc1	-11
O=S(=O)(Nc1nc2ccccc2nc1-n1cnc2ccccc21)c1ccccc1	-16
COc1ccc(C(=O)Nc2ccc3c4c(cccc24)CC3)cc1Br	-16
O=C(/C=C/c1ccc(-c2ccc(Cl)cc2Cl)o1)c1ccc(F)cc1	0
Cc1occc1C(=O)Nc1sc2c(c1C(N)=O)CCC(C(C)(C)C)C2 (stereo not drawn)	-1
COc1cc(NC(=O)COc2ccc(Br)cc2)ccc1NC(=O)c1ccco1	-6
COc1ccc(/C=C(C(=O)O)/C(C)=C/C(=O)O)c(OC)c1	-22

Reprinted from the part before: 2 entries, then new ones.
SMILES	VHR inh color
COc1cc(NC(=O)COc2ccc(Br)cc2)ccc1NC(=O)c1ccco1	-6
COc1ccc(/C=C(C(=O)O)/C(C)=C/C(=O)O)c(OC)c1	-22
Cc1cc(C(=O)NCc2ccc(S(N)(=O)=O)cc2)ccc1[N+](=O)[O-]	13
Cc1ccc(NC(=O)c2ccco2)c(C)c1	-41
CCCN1C(=O)c2ccccc2NC1c1ccc2c(c1)OCO2 (stereo not drawn)	-8
CCNC(=O)NC1C(NC(=O)NCC)N(C)C(=O)N1C (stereo not drawn)	-3
Cc1ccc(C(=O)/C=C/c2ccc(-c3cccc(Cl)c3)o2)cc1	18
CC1=C(C(=O)OCCC#N)C(c2cccc(Oc3ccccc3)c2)NC(=O)N1 (stereo not drawn)	-15
CCn1nnnc1-c1ccc(OC)c(S(=O)(=O)NCCc2ccccc2)c1	-26
O=C1C=C/C(=N\S(=O)(=O)c2ccc(Cl)cc2)C=C1Cl	26
CN(C)c1cccc(NC(=O)CCc2ccccc2)c1	-5
CC(=O)NC1=NN(C(C)=O)C(c2ccccc2F)S1 (stereo not drawn)	-24
COc1ccc(CCN(C(C)=O)C2CC(=O)N(c3ccc(Cl)cc3)C2=O)cc1 (stereo not drawn)	-8
Cc1ccc(S(=O)(=O)N2CCN(Cc3ccccc3[N+](=O)[O-])CC2)cc1	3

Some of these compounds in order of heavy-atom count, ascending:
SMILES	VHR inh color
Cc1cc(C(=O)NCc2ccc(S(N)(=O)=O)cc2)ccc1[N+](=O)[O-]	13
Cc1ccc(S(=O)(=O)N2CCN(Cc3ccccc3[N+](=O)[O-])CC2)cc1	3
CCn1nnnc1-c1ccc(OC)c(S(=O)(=O)NCCc2ccccc2)c1	-26
CC1=C(C(=O)OCCC#N)C(c2cccc(Oc3ccccc3)c2)NC(=O)N1 (stereo not drawn)	-15

(listing goes on)
SMILES	VHR inh color
O=C(c1cc2ccccc2oc1=O)N1CCN(c2ccccc2)CC1	12
COc1cc(NC(=O)Cn2nc(C(F)(F)F)c(Cl)c2C)c(OC)cc1Cl	-6
Cc1ccc(/C(N)=N/OC(=O)c2ccc([N+](=O)[O-])cc2)cc1	-9
CC(=O)/C=C/c1cc[n+](C)cc1	-44
Cc1ccc(OCC(=O)NNC(=O)c2ccco2)c(Br)c1	-5
COc1cc(C=C2C(=O)N(C)C(=O)N(C)C2=O)ccc1OCCOc1ccc(C)cc1	-28
CCOc1ccccc1NC(=O)CCN1C(=O)c2ccccc2C1=O	2
O=C1NC(=S)N/C1=C/c1ccc(N2CCOCC2)cc1	-16
O=C(CSc1nc2ccc([N+](=O)[O-])cc2s1)N1CCOCC1	-8
O=C(Cc1ccc(Cl)cc1)NNS(=O)(=O)c1ccccc1	-18
O=CN1N=C(c2ccc3ccccc3c2)CC1c1ccccc1 (stereo not drawn)	-9
Cc1ccc(N2C(=O)C=CC2=O)c(Br)c1	55
Cc1cccc(C(=O)Nc2cccc(S(N)(=O)=O)c2)c1	-6
Clc1ccc(C(Sc2ncn[nH]2)c2ccccc2)cc1 (stereo not drawn)	-15
COc1ccc(C2/C(=C(\O)c3ccccc3)C(=O)C(=O)N2c2cccc(Cl)c2)cc1OC (stereo not drawn)	11
O=C(O)c1sc2cccc(Cl)c2c1Cl	-13
COc1cccc(NC2=C(Cl)C(=O)N(c3cccc(C)c3)C2=O)c1	5
C=CCNC(=O)c1ccc(-c2ccc([N+](=O)[O-])cc2C)o1	13
O=C(NCCc1ccccc1)c1nn2c(c1Cl)NC(c1ccc(Cl)cc1)CC2C(F)(F)F (stereo not drawn)	3
CCN(CC)c1ccc(C(=O)Nc2ccccc2F)cc1	2
Cc1ccc(C(C)C)c(OCCOc2ccc(/C=C3/SC(=S)N(C)C3=O)cc2)c1	2
CC1CCc2c(sc(NC(=O)c3cccc(F)c3)c2C#N)C1 (stereo not drawn)	-32
Cc1ccc(C)c(NC(=O)COc2ccc3ccccc3c2)c1	10
CC(=O)c1cccc(NC(=O)COc2ccc(Cl)cc2C)c1	-14
COC(=O)C1=C(C)NC(=O)/C1=C\c1cccc([N+](=O)[O-])c1	-25
CCOC(=O)c1ccc(-c2ccc(/C=C3/C(C)=C(C#N)c4nc(N)c(C#N)c(C)c43)o2)cc1	6
CCOC(=O)c1c(N)c(C#N)c(C)n1-c1ccc(Br)cc1	-11
O=C(Nc1nc2ccc([N+](=O)[O-])cc2s1)c1cccc(F)c1	-10
COc1cc(-c2c(C#N)c(N)nc(SC)c2C#N)cc(OC)c1OC	-12
COc1ccc(CN2CCN(S(=O)(=O)c3ccc(Cl)cc3)CC2)cc1Br	-3
COc1cc2c(cc1NC(=O)c1cc([N+](=O)[O-])ccc1Cl)oc1ccccc12	8
O=C1NC(=S)N(c2ccc(F)cc2)C(=O)C1=Cc1ccc([N+](=O)[O-])s1	-18
COc1cc(Oc2ccc(C(C)C)cc2C)nc(N)n1	-12
CC1(C)CC(=O)C2=C(C1)OC1=C(C(=O)CC(C)(C)C1)C2c1cn[nH]c1-c1ccccc1	-28
Brc1ccc2ncnc(NCCN3CCOCC3)c2c1	-7
c1ccc(Nc2ccc3ccccc3n2)nc1	-14
COc1ccccc1NC(=O)COc1ccc(C)c(C)c1	9
O=C1c2cccc3c([N+](=O)[O-])ccc(c23)C(=O)N1Cc1cccnc1	0
CC1CCCC(C)N1C(=O)c1nn2c(c1Cl)NC(c1ccc(Cl)cc1)CC2C(F)(F)F (stereo not drawn)	3
CCOC(=O)C1=C(c2ccccc2)N=c2s/c(=C\c3ccco3)c(=O)n2C1c1cccs1 (stereo not drawn)	4
CCOC(=O)c1c(-c2ccccc2)oc2cc(Br)c(OC(C)C(=O)OC)cc12 (stereo not drawn)	-17
CS(=O)(=O)N1CCN(Cc2ccncc2)CC1	-13
Cc1cc(NS(=O)(=O)c2ccc(N/C=C/C(=O)c3cccs3)cc2)nc(C)n1	-18
CCOC(=O)c1ccc(NC(=O)CCCN2C(=O)/C(=C/c3ccc(OC)cc3)SC2=S)cc1	-12
Oc1[nH]c2ccccc2c1N=Nc1nc(-c2ccccc2)c2cc(Cl)ccc2n1	8
COc1ccc(OC)c(-n2c(O)c(C=C3C=Nc4ccccc43)c(=O)[nH]c2=O)c1	-22
CCC(=O)Nc1ccc(NC(=O)/C=C/c2ccccc2)cc1	9
CCC(C)NC(=O)c1c(-c2ccccc2Cl)noc1C (stereo not drawn)	3
O=[N+]([O-])c1cc(S(=O)(=O)Nc2ccc(Cl)cc2)ccc1Cl	-21
COc1ccc(NC(=O)COc2ccc(C)cc2)cc1Cl	-11
Cc1c(N=Cc2cccc(Cl)c2)cccc1[N+](=O)[O-]	-5
CCOC(=O)c1c(NC(=O)c2ccc([N+](=O)[O-])cc2Cl)sc(C)c1C	-43
O=C(O)CN(Cc1ccccc1)S(=O)(=O)c1ccccc1	-14
O=c1c2cnn(-c3ccccc3)c2nc(Cc2ccccc2)n1Cc1ccccc1	-16
NC1=NC(=O)/C(=C/c2cc(Br)ccc2OCc2ccccc2)S1	13
O=C(Nc1cccc(Cl)c1)c1ccc(NC(=O)c2cccs2)cc1	-32
CCOC(=O)C1=NNC2C(=O)N(c3ccc(F)cc3)C(=O)C12 (stereo not drawn)	-35
CCOC(=O)c1ccc2c(c1)C1C=CCC1C(c1cccc3ccccc13)N2 (stereo not drawn)	40
Cc1ccc2nc(/C(C#N)=C\c3ccc([N+](=O)[O-])o3)[nH]c2c1	-18
COc1ccc(N(CC(=O)Nc2ccccc2Br)S(C)(=O)=O)c(OC)c1	3

Some values from the list.
In VHR inh color, Cc1c(N=Cc2cccc(Cl)c2)cccc1[N+](=O)[O-] has -5
In VHR inh color, COc1ccc(NC(=O)COc2ccc(C)cc2)cc1Cl has -11
In VHR inh color, COc1ccc(N(CC(=O)Nc2ccccc2Br)S(C)(=O)=O)c(OC)c1 has 3
In VHR inh color, CCOC(=O)c1c(NC(=O)c2ccc([N+](=O)[O-])cc2Cl)sc(C)c1C has -43
In VHR inh color, O=c1c2cnn(-c3ccccc3)c2nc(Cc2ccccc2)n1Cc1ccccc1 has -16
In VHR inh color, CCOC(=O)c1ccc2c(c1)C1C=CCC1C(c1cccc3ccccc13)N2 (stereo not drawn) has 40

Further structures follow.
SMILES	VHR inh color
Cc1ccc(OCCCc2c(C)n[nH]c2C)c(C)c1	9
CCc1ccccc1NC(=O)/C(=C/c1ccccc1)c1ccccc1	-11
O=C(c1ccco1)N1CCN(Cc2c[nH]c3ccccc23)CC1	-11
CC(Cc1ccccc1)C(=O)Nc1ccc(Cl)cc1 (stereo not drawn)	-2
CN(C)C=Nc1c(C(=O)NCc2ccccc2)c2n(c1C#N)CCC2	-9
O=C(N/N=C/c1cc([N+](=O)[O-])c(N2CCOCC2)cc1N1CCOCC1)c1cccnc1	-15
Cc1cc2nc3s/c(=C/c4ccccc4F)c(=O)n3c2cc1C	-19
Cc1ccc(C(=O)N/C(=C\c2cccc([N+](=O)[O-])c2)C(=O)NCC(C)C)cc1	-18
Cc1c(N(C(=O)c2ccc(Cl)cc2)C(C)C)c(=O)n(-c2ccccc2)n1C	-14
CCOC(=O)C(=O)Nc1nc2ccc([N+](=O)[O-])cc2s1	-6
Clc1ccccc1-c1nc(N2CCOCC2)c2ccccc2n1	0
N#C/C(=C\c1ccc(I)o1)c1ccccc1	-8
O=C(CSCc1ccccc1)NCCc1ccc(Cl)cc1	-11
COc1cc(OC)cc(C(=O)Nc2ccc3nn(-c4ccc(F)cc4)nc3c2)c1	3
COc1ccc(OC)c(NC(=S)NC(=O)c2ccco2)c1	-14
COc1ccc2noc3c2c1C(=O)c1ccccc1-3	-9
O=C(Nc1ccn(-c2ccccc2)n1)NS(=O)(=O)c1ccccc1Cl	-14
Cc1ccc(/C=C/C(=O)c2ccc([N+](=O)[O-])cc2)s1	-2
CCOc1cc(C(=O)Nc2cccc(NC(C)=O)c2)cc(OCC)c1OCC	27
O=C(Nc1sc2c(c1C(=O)Nc1ccc(Cl)cc1)CCCC2)c1ccc([N+](=O)[O-])cc1	-9
O=C(O)c1cc(S(=O)(=O)NCc2ccccc2)ccc1Br	4
COc1ccc(Br)cc1C(=O)Nc1ccc2nn(-c3ccc(F)cc3)nc2c1	-2
Clc1ccc(C=NN2CCN(Cc3ccccc3Cl)CC2)cc1	2
O=C(CCC(NC(=O)OCc1ccccc1)C(=O)OCc1ccccc1)Oc1ccc([N+](=O)[O-])cc1 (stereo not drawn)	-7

2 entries from above, set out differently.
SMILES: COc1ccc(OC)c(NC(=S)NC(=O)c2ccco2)c1
  VHR inh color: -14

SMILES: COc1ccc2noc3c2c1C(=O)c1ccccc1-3
  VHR inh color: -9

(list continues)
SMILES	VHR inh color
O=C(Nc1ccccc1)Nc1nnc(SCc2ccc(Cl)cc2Cl)s1	-14
Cc1cccc(C=Nc2ccc(O)cc2)c1	21
O=C1CCCc2oc3c(Br)cc(NS(=O)(=O)c4cc(Cl)ccc4Cl)cc3c21	-10
NC(=O)c1c(NC(=O)/C=C/c2ccccc2)sc2c1CCC2	-16
COc1ccccc1C(=O)N1CCN(Cc2cc(OC)c(OC)c(OC)c2)CC1	-3
Cc1ccc(NC(=O)c2cccc(C(=O)Nc3ccc(C)c(C)c3)c2)cc1C	-31
O=C(COc1ccc(Cl)cc1Cl)Nc1ccc(Br)cn1	-9
CC(/C=C/c1ccccc1)=N\Nc1nnc2c(n1)[nH]c1ccccc12	-8
O=C1C2C3C=CC(C3)C2C(=O)N1/N=C/c1ccc2c(c1)OCO2 (stereo not drawn)	-4
O=c1/c(=C\c2ccccc2OCc2cccc3ccccc23)sc2nc3ccccc3n12	-17
COc1ccc(/C=C2\C(=O)NC(=O)N(c3ccc(Cl)cc3)C2=O)cc1C(=O)O	-3
Cc1ccc(OCC(=O)N2CCN(c3ccc([N+](=O)[O-])cc3Cl)CC2)cc1C	-1
Cc1cc(C)c2nc3s/c(=C\c4ccc(-c5cc([N+](=O)[O-])c(C)cc5C)o4)c(=O)n3c2c1	-20
CCCOc1cccc(C(=O)Nc2ccccc2C(F)(F)F)c1	-3
Cn1c(=O)c([N+](=O)[O-])c(NCCc2ccccc2)c2ccccc21	0
